# Screening results: PubChem, several laboratories
# GRK2 inh: inhibitors of human GRK2 displacing RNA aptamer | 330,000 compounds, 0.59% hits | bead flow cytometry, FAM-aptamer displacement from GRK2 | inhibition of aptamer binding, % at 10 µM | P25098 | AID 488847;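 active = inhibition of aptamer binding above 40%, roughly 3 SD of noise, on plates passing a quality check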;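 also: median bead fluorescence of bound FAM aptamer so fluorescent compounds give negative values; no value below 0 was filed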
# MEP2 TOR yeast: modulators of TOR pathway MEP2-GFP in S. cerevisiae. S. cerevisiae MEP2-GFP strain, flow cytometry GFP, 3 h; 100% = DMSO control level. GFP response vs DMSO, % at 10 µM. 330,000 compounds, 0.51% hits. AID 2016;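 active = GFP response versus DMSO above a set limit, roughly screen mean plus 3 SD, cut at about 180% in these data; inconclusive = fewer than 70 cells counted for a yeast strain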;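 also: median GFP fluorescence of the barcode-gated MEP2-GFP cells per well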
# VLA-4 inh: inhibition in a human VLA-4 binding assay | 330,000 compounds, 0.2% hits | P13612 | inhibition, % (about 7 µM as worked out from the volumes in the protocol) | VLA-4 expressing cells, ligand binding flow cytometry; in the data active = inhibition above about 50%
# Target sequence (P13612 whole entry, looked up): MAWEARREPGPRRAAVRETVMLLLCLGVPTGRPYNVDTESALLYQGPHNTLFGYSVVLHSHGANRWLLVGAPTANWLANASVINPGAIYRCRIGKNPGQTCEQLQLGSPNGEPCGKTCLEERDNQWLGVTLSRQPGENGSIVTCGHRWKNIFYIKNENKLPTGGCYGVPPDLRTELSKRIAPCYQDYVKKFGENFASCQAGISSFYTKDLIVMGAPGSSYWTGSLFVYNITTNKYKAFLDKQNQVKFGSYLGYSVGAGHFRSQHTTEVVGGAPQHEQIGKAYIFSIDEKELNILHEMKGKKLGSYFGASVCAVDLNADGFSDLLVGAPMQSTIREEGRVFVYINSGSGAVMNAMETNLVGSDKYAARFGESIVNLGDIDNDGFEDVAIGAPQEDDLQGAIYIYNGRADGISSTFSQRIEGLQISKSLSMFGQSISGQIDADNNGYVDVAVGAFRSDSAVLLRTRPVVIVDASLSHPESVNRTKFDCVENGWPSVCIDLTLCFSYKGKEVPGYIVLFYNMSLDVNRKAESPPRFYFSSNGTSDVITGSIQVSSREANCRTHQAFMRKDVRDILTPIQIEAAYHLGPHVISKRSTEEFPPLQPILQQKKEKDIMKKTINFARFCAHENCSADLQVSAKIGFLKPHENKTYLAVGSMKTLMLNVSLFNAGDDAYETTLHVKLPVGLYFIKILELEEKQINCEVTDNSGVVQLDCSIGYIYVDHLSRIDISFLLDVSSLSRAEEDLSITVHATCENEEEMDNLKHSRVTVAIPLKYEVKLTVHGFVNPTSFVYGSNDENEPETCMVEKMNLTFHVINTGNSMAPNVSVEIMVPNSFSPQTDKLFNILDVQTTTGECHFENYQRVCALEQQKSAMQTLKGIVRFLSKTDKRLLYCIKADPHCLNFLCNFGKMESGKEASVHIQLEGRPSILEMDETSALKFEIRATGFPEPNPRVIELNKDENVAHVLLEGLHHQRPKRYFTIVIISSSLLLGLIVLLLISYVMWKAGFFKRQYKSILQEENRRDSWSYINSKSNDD
# AGP1-GFP MLPCN: yeast TOR pathway AGP1-GFP modulation | GFP response vs DMSO, % at 10 µM | 320,000 compounds, 0.02% hits | S. cerevisiae AGP1-GFP multiplex flow cytometry, 3 h; GFP as percent of DMSO wells;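 active = GFP response relative to DMSO above a set limit, near screen average plus 3 SD, cut at about 150% in these data; inconclusive = fewer than 70 cells counted for the yeast strain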;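 also: median GFP channel fluorescence of the gated AGP1 strain per well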
# RPL19A-GFP yeast: alters RPL19A-GFP fluorescence in TOR pathway yeast screen; AID 2025; percent response vs DMSO, % at 10 µM; 330,000 compounds, 0.3% hits; S. cerevisiae RPL19A-GFP strain, flow cytometry, 3 h; stronger effect = lower value;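 active = percent response vs DMSO below 50%; inconclusive = fewer than 70 events counted for the yeast strain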;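 also: median channel GFP fluorescence of the barcoded RPL19A-GFP strain; ratio of sample median GFP to plate DMSO average so 100% = DMSO; lower means less RPL19A-GFP as with rapamycin TOR inhibition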
# CIT2 TOR yeast: yeast TOR pathway CIT2-GFP modulation; GFP response vs DMSO, % at 10 µM; S. cerevisiae CIT2-GFP strain, flow cytometry, 3 h; 100 means same as DMSO wells; AID 2029; 320,000 compounds, 0.065% hits;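 active = GFP response relative to DMSO above a set limit, near the screen mean plus 3 SD, cut at about 150% in these data; inconclusive = Fewer than 70 cells measured for a yeast strain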;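 also: ratio of well median GFP fluorescence to mean of DMSO wells on the plate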
# LAP4-GFP MLPCN: modulators of TOR pathway LAP4-GFP in S. cerevisiae. 320,000 compounds, 0.34% hits. S. cerevisiae LAP4-GFP multiplex, flow cytometry GFP, 3 h; median GFP as percent of DMSO wells. GFP response vs DMSO, % at 10 µM;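 active = GFP response vs DMSO above a set limit, about the screen mean plus 3 SD, cut at about 150% in these data; inconclusive = under 70 cell events counted for the yeast strain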
# JMJD2C inh: blocks human GASC-1 demethylase activity. GST-JMJD2C(1-420) H3K9me3 demethylation, DELFIA europium. inhibition, % at 2.35 µM. 330,000 compounds, 0.069% hits;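 active = more than half of a compound's replicate wells show inhibition beyond 50%, single wells judged on their own value; inconclusive = some, but no more than half, of replicates pass 50% inhibition; inactive = no replicate passes 50% inhibition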;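 also: signal counts dimethyl H3K9 product captured on neutravidin plate; 0% = median of DMSO wells and 100% = 0.3 times that DMSO median; strong numbers were not always called active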
# The depositor's hits bear a star; i = inactive; ? = inconclusive; / = no result given.
SMILES,GRK2 inh,MEP2 TOR yeast,VLA-4 inh,AGP1-GFP MLPCN,RPL19A-GFP yeast,CIT2 TOR yeast,LAP4-GFP MLPCN,JMJD2C inh
O=C(CN1C(=O)c2ccccc2S1(=O)=O)N1CCN(c2ccccc2)CC1,0,99,24,102,100,105,98,11
O=c1[nH]c2ccc(NC(=S)Nc3ccc(Cl)cc3Cl)cc2[nH]1,0,105,4,/,103,105,107,1
COC(=O)c1nnn(-c2ccccc2)c1N,0,97,10,103,101,107,102,-7
COC(=O)c1ccc(=O)n(-c2ccc(OC)cc2)c1,0,89,-1,87,90,85,88,-10
O=C(Nc1ccc2c(c1)OCCO2)C1CCC1,1,103,9,105,99,104,99,10
COc1cccc(CN2CCNC(=O)C2CC(=O)NCC(C)(C)N2CCOCC2)c1OC (stereo unspecified),3,78,-14,85,89,84,81,3
CNc1cccccc1=S,8,101,-12,101,98,96,102,16
CCOC(=O)CNCCC(=O)c1ccc(Br)cc1,1,104,2,92,100,104,92,-1
Cc1cccc(C(=O)NC(CC(=O)O)c2ccc(OC3CCCC3)cc2)c1[N+](=O)[O-] (stereo unspecified),0,97,-21,94,88,101,94,0
O=C(CNC(=O)c1ccc2c(c1)OCO2)Nc1cccc(Br)c1,0,93,9,90,93,99,90,-5
O=C(c1ccco1)[C@@H]1[C@@H]2C(=O)N(c3ccc(F)cc3)C(=O)[C@@H]2[C@H]2C=Cc3ccccc3N21,4,101,9,101,99,92,98,3
COc1ccc(CCn2c(=S)[nH]c3cc(C(=O)NCc4ccco4)ccc3c2=O)cc1OC,0,96,-4,108,101,102,104,3
O=c1[nH]c(=O)n(Cc2ccccc2)c2nc(-c3ccc(Oc4ccc(F)cc4)c([N+](=O)[O-])c3)n(CCO)c12,0,109,-24,104,104,103,104,-18
COc1cc(NC(=O)c2cc3ccccc3o2)c(OC)cc1Br,2,107,-15,/,100,111,105,-5
COc1ccc(NC(=O)CN(C)C(=O)c2ccc3c(c2)OCCO3)cc1,1,107,6,109,105,101,103,-325
COc1cc(NC(=O)Nc2cccc3cccnc23)cc(OC)c1OC,1,105,2,100,102,103,97,32
CN(C)S(=O)(=O)c1cc(NC2CC(=O)N(c3ccc(F)cc3)C2=O)ccc1Cl (stereo unspecified),0,93,7,90,89,87,89,6
CCSc1nc2c(c(=O)[nH]c(=O)n2C)n1Cc1ccc(Cl)cc1,2,98,11,/,97,97,100,/
Cc1cc(OCCN2CC(C)OC(C)C2)ccc1[N+](=O)[O-] (stereo unspecified),5,102,-10,104,99,96,98,-5
CCCCCCn1c(-c2ccco2)nc2oc3cc(OC)ccc3c(=O)c2c1=O,2,100,-8,95,102,103,112,5
O=C(NCCC1=CCCCC1)c1ccc(Br)o1,0,104,2,104,103,/,90,-5
NC(=O)CC(NC(=O)c1ccccc1)c1ccc(NCCc2ccc(Cl)cc2)c([N+](=O)[O-])c1 (stereo unspecified),0,97,-6,84,102,81,105,-3
COc1cccc(CC(NC(C)=O)C(=O)NC2CCN(S(=O)(=O)c3cccc4ccccc34)CC2)c1 (stereo unspecified),0,98,8,99,96,93,96,0
O=C(COC(=O)c1ccccc1OCc1ccc(Cl)cc1)NCC1CCCO1 (stereo unspecified),0,96,13,97,98,97,93,-24
C=CCOc1cccc(C2C(C(=O)c3ccc(C)o3)=C(O)C(=O)N2c2nccs2)c1 (stereo unspecified),5,94,-2,86,94,77,87,-3
Cc1cc(C)cc(C(=O)NC(CC(N)=O)c2ccc(NC3CCCCC3)c([N+](=O)[O-])c2)c1 (stereo unspecified),1,95,33,94,103,100,107,15
Cc1c(=O)n(OCc2ccc(Cl)cc2)c2ccccc2[n+]1[O-],0,98,7,93,97,85,106,1
COc1cc2c(cc1NC(=O)CSc1ccccn1)oc1ccccc12,3,110,14,115,106,115,95,8
COC(=O)CCc1c(C)c(C#N)c2nc3ccccc3n2c1N1CCCC1,0,106,2,111,103,109,108,1
Cc1c(NS(=O)(=O)c2ccc(Br)cc2)c(=O)n(-c2ccccc2)n1C,1,105,6,105,101,107,86,1
Cc1nn(C)cc1CN(C)C(=O)c1cc2nc(-c3ccco3)cc(C(F)(F)F)n2n1,0,104,-6,108,102,113,105,-11
O=C(CSc1nc2ccccc2c(=O)n1CCCN1CCOCC1)N1CCN(c2ccccc2)CC1,3,84,-2,91,90,89,89,1
CN1CCCC(OC(=O)c2cc(Cl)ccc2Cl)C1 (stereo unspecified),0,100,-4,94,93,99,90,-6
CCn1c(C(=O)OC)cc2c1ccn2-c1ccc(F)cc1,1,93,5,90,97,90,95,-8
Cn1c(C(=O)N2CCOCC2)cnc1Sc1ncc(C(F)(F)F)cc1Cl,0,97,16,88,92,92,90,-4
O=C(CSc1nnc(NC(=O)C2CC2)s1)NCc1ccco1,0,92,4,92,95,87,91,-2
CCc1ccc(OCC(=O)NNC(=O)Cc2cccs2)cc1,11,92,12,103,112,113,96,5
COc1ccccc1N(CC(=O)NCCSCc1ccc(Cl)cc1)S(C)(=O)=O,1,92,5,85,94,88,95,23
CC(C)[C@H](NC(=O)N1CCn2c1nc1ccccc12)C(=O)N[C@@H](C(=O)O)c1ccccc1,0,94,29,97,94,91,100,-3
O=C(N/N=C/c1cc(Br)c(Br)o1)c1cccnc1,15,105,7,98,103,102,100,8

# Looked up by compound from the list above, two records:
SMILES,GRK2 inh,MEP2 TOR yeast,VLA-4 inh,AGP1-GFP MLPCN,RPL19A-GFP yeast,CIT2 TOR yeast,LAP4-GFP MLPCN,JMJD2C inh
COc1ccccc1N(CC(=O)NCCSCc1ccc(Cl)cc1)S(C)(=O)=O,1,92,5,85,94,88,95,23
O=C(CN1C(=O)c2ccccc2S1(=O)=O)N1CCN(c2ccccc2)CC1,0,99,24,102,100,105,98,11

# (list continues)
SMILES,GRK2 inh,MEP2 TOR yeast,VLA-4 inh,AGP1-GFP MLPCN,RPL19A-GFP yeast,CIT2 TOR yeast,LAP4-GFP MLPCN,JMJD2C inh
COc1cccc(NC(=O)C(C)N2C(=O)c3ccccc3C2=O)c1 (stereo unspecified),4,111,24,106,100,114,97,-3
O=C(NCc1cn2ccccc2n1)c1ccccc1,0,102,-9,108,103,104,103,11
O=C(CN1CCN(C(=O)CNC(=O)c2ccc3c(c2)OCO3)CC1)Nc1ccccc1Cl,0,100,9,98,98,95,98,/
Fc1ccccc1NC(=S)NCCc1ccccc1,6,96,-5,92,97,98,106,-2
Cc1ccc(S(=O)(=O)/N=C(\CN2CCOCC2)N2CCOCC2)cc1,0,104,-27,110,102,112,92,2
CCCCc1n[nH]c(=S)n1Cc1ccccc1,0,106,-12,108,104,89,95,-3
CN(CC(=O)Nc1ccc(N2CCOCC2)cc1)C(=O)C12CC3CC(CC(C3)C1)C2,0,96,5,93,95,87,97,3
CCC(C)(O)c1[nH]c2ccc(C(=O)OC)cc2c1C (stereo unspecified),0,92,13,78,93,67,113,-5
O=C(O)c1oc2ccc(Br)cc2c1-n1cccc1,2,91,-1,105,97,86,81,-5
O=C(/C=C/c1ccc(Br)cc1)NCc1cccs1,0,106,-7,99,103,99,114,4
CCc1noc(C)c1C(=O)NNC(=O)c1ccccc1F,0,102,-3,110,96,98,108,-8
CCC(=O)N1CCN=C1SCc1ccc(Cl)cc1,0,93,13,102,96,101,103,1
CCCN(CC1CC1)C(=O)CCc1nnc(C(OC)c2ccccc2)o1 (stereo unspecified),2,117,-7,128,119,117,109,0
CCCCNC(=O)CN1CCC2(O)CCCCC2C1c1ccccc1OC (stereo unspecified),1,99,1,98,101,99,101,2
CN(CC(=O)Nc1c(Cl)cccc1Cl)C(=O)CNC(=O)c1ccc2c(c1)OCO2,4,95,-15,100,95,103,91,-7
Cc1nn(CC(=O)NC(C)C)c(C)c1[N+](=O)[O-],0,100,4,110,100,98,93,1
Cc1ccnc(NC(=S)NC(=O)/C=C/c2ccc(Cl)cc2)c1,1,98,-2,106,107,111,96,-8
N#Cc1cccc(NC(=O)N2CCC(c3nc4c(nnn4Cc4cccc(Cl)c4)c(=O)[nH]3)CC2)c1,0,106,-1,99,99,97,105,-2
Cc1ccc(N=C2NC(=O)/C(=C\c3ccco3)S2)cc1,0,?,0,?,?,?,?,-4
CCN(CC(=O)Nc1ccc(OC)cc1)C(=O)c1ccc2ccccc2c1,3,106,12,101,98,104,96,/
O=c1c2cc(F)ccc2sn1-c1ccc(F)cc1,0,96,-8,99,97,108,120,5
COc1cccc(OC)c1C(=O)O/N=C(\N)c1ccncc1,2,103,0,110,104,97,111,8
CCOc1ccc(/C=C(\C#N)C(=O)NC2CC2)c(OCC)c1,0,105,0,109,104,107,113,-1
CCOC(=O)N1CCC(N2CC34C=CC(O3)C(C(=O)Nc3ccc(F)cc3)C4C2=O)CC1 (stereo unspecified),0,103,6,107,104,110,98,11
Cn1c(SCCC(=O)O)nnc1-c1ccncc1,1,109,10,106,101,101,103,4
O=S(=O)(c1ccc(Cl)s1)N1CCN(Cc2ccccc2)CC1,2,98,-21,104,97,98,106,/
Cc1ccc(C(=O)N2CCCC(CCC(=O)N3CCN(c4ccccn4)CC3)C2)cn1 (stereo unspecified),0,102,1,107,101,97,112,-15
C=CCN1C(=O)/C(=C/c2ccc(-c3ccc(F)cc3)o2)SC1=S,43*,99,i,83,102,96,163*,9
CCOc1ccc(CCNC(=O)CS(=O)Cc2nc(-c3ccc(C)cc3)oc2C)cc1OCC (stereo unspecified),0,104,8,103,102,102,94,7
Cn1c(=NC(=O)c2ccccc2[N+](=O)[O-])sc2cccc(F)c21,0,102,18,105,96,92,121,-2
CCOC(=O)c1sc(NC(=O)CCN2C(=O)c3cccc([N+](=O)[O-])c3C2=O)c(C(=O)OCC)c1C,0,106,8,104,107,102,103,-23
Cc1cccc(C(C)C)c1NC(=O)COC(=O)c1cccc(S(=O)(=O)N2CCc3ccccc3C2)c1,10,87,-2,99,106,105,94,1
COc1cccc(N2CCN(C3CC(=O)N(c4ccc(Cl)c(Cl)c4)C3=O)CC2)c1 (stereo unspecified),0,97,5,96,93,87,113,3
CCn1ccnc1C(O)c1ccc(N(C)C)cc1 (stereo unspecified),2,97,21,96,97,88,92,-9
Cc1cc(Nc2cccc(F)c2)nc(-c2ccccc2O)n1,2,102,29,81,97,99,91,-1
Cc1cccc(NC(=O)C(Cc2ccccc2)c2nn[nH]n2)c1C (stereo unspecified),0,118,-2,107,115,113,97,-5
CCOc1ccccc1C1NC(=O)NC(C)=C1C(=O)OC1CCCC1C (stereo unspecified),0,101,-1,106,100,105,102,14
Cc1ccc2c(c1)c1nc3ccccc3nc1n2C,6,103,2,84,96,96,94,1
Cc1ccc(C)c(NC(=S)NCc2cccn2C)c1,2,102,1,108,104,98,106,-2
CC1CN(S(=O)(=O)c2ccc(C(=O)Nc3ccc(S(=O)(=O)Nc4nccs4)cc3)cc2)CC(C)O1 (stereo unspecified),0,104,17,99,100,93,103,7
Cc1ccccc1-c1nc2sc(C)c(C)c2c(=O)o1,1,100,-11,90,96,105,79,-14
CCOC(=O)C(Cc1ccccc1)C(=O)Nc1nccs1 (stereo unspecified),0,98,0,98,93,98,91,-2
Cc1cc2ccccn2c1C(=O)c1ccccc1Br,2,105,-9,103,104,97,127,4
CCc1noc(C)c1C(=O)Nc1nc(-c2ccc(Cl)cc2Cl)cs1,2,100,20,97,103,100,96,18

# LAP4-GFP MLPCN: entries above that show a hit.
SMILES,GRK2 inh,MEP2 TOR yeast,VLA-4 inh,AGP1-GFP MLPCN,RPL19A-GFP yeast,CIT2 TOR yeast,LAP4-GFP MLPCN,JMJD2C inh
C=CCN1C(=O)/C(=C/c2ccc(-c3ccc(F)cc3)o2)SC1=S,43*,99,i,83,102,96,163*,9
